Bfl-1 displacement – Bfl-1 inhibitors, primary screen, biochemical, fluorescence polarization, FITC-Bid, mouse (AID 432). Bcl-2-related protein A1 (Mus musculus). FITC-Bid BH3 peptide fluorescence polarization displacement; higher % means a stronger effect. displacement, % at 20 µM; hits with a dose series show IC50 in µM. 64,000 tested, 0.02% active; in the data active = a potency from the dose series; inactive = the rest, 99 in 100 with displacement below about 15%; note: strong numbers were not always called active
TNAP inhibition – human TNAP enzyme inhibitors, biochemical, luminescent (AID 518); purified TNAP enzyme, luminescent substrate readout; higher % means a stronger effect; Alkaline phosphatase, tissue-nonspecific isozyme (Homo sapiens); 64,000 tested, 0.09% active; inhibition, % at 20 µM, or IC50 in µM where a hit was titrated; in the data active = a potency from the dose series; inactive = the rest, 99 in 100 with inhibition below about 22%;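 note: plate controls were vehicle for no effect and reference inhibitor for full effect; many of its hits are not listed in these tables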
MK inhibit – S. pneumoniae MK inhibitors, primary screen, biochemical, PK/LDH-coupled NADH absorbance | purified MK, PK/LDH-coupled NADH absorbance 340 nm | inhibition, % at 10 µM | 65,000 tested, 0.48% active;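 active = ranked among the strongest by inhibition in the single 10 µM screen, a fixed top-ranked set picked for dose follow-up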; note: no value below 0 was filed
PMK inhibit – S. pneumoniae PMK inhibitors, primary screen, biochemical, mevalonate pathway, pilot trial included; purified PMK, PK/LDH-coupled NADH absorbance 340 nm; inhibition, % at 10 µM; 65,000 tested, 0.49% active; AID 539, 2006;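 active = top-ranked compounds by inhibition in the single 10 µM screen, taking a fixed number of the strongest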;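 note: 0% = full reaction with DMSO carrier and 100% = background rate without enzyme reaction; no value below 0 was filed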
LYP phosphatase – LYP phosphatase inhibitors, primary screen, biochemical, DiFMUP fluorescence, recombinant catalytic domain, 10 µM (AID 606). Tyrosine-protein phosphatase non-receptor type 22 (Homo sapiens). recombinant LYP catalytic domain, DiFMUP fluorescence; higher % means a stronger effect. inhibition, % at 10 µM, or IC50 in µM where a hit was titrated. 52,000 tested, under 10 active;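 active = IC50 under 40 µM in the dose-response test; inactive = IC50 of 40 µM or more, or never dose-tested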
HT1080 viability – cytotoxicity in HT1080 fibrosarcoma cells, cell-based, fluorescence readout (AID 620) | cytotoxicity, % at 10 µM; hits with a dose series show EC50 in µM | 87,000 tested, 0.42% active | HT1080 viability, fluorescence; higher % means a stronger effect;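 note: cells exposed to compound overnight then 4 h with Alamar Blue; 0% = vehicle DMSO and 100% = killing control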
HPDE-C7 viability – cytotoxicity in HPDE-C7 cells, cell-based, fluorescence, HTS (AID 430); HPDE-C7 pancreatic duct cells viability, fluorescence; higher % means a stronger effect; cytotoxicity, % at 10 µM, or EC50 in µM where a hit was titrated; 63,000 tested, 1.8% active;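 note: cells exposed to compound for 48 hours before viability readout; 0% = vehicle and 100% = reference cytotoxic drug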
KRASV12 cytotoxicity – cytotoxicity in KRAS-transformed pancreatic duct cells, primary screen, cell-based, fluorescence, HTS (AID 431); HPDE-C7K KRASV12 cells, Alamar Blue viability, 48 h; higher % means a stronger effect; cytotoxicity, % at 10 µM, or EC50 in µM where a hit was titrated; 63,000 tested, 1.7% active;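 active = compounds whose percent cytotoxicity in the single-dose primary screen, scaled between solvent and toxic-drug controls, exceeds 50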;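 note: 0% = DMSO solvent wells and 100% = doxorubicin-treated wells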
DPM-DC inhibit – S. pneumoniae DPM-DC inhibitors, primary screen, biochemical, PK/LDH-coupled NADH fluorescence | diphosphomevalonate decarboxylase (Streptococcus pneumoniae D39) | purified DPM-DC | calls only at 10 µM | 65,000 tested, 0.49% active;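 active = the 320 compounds with the highest percent inhibition in the single-dose primary screen, excluding strongly autofluorescent ones, cut at about 32% in these data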;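 note: kinetic rate of NADH fluorescence loss reporting ADP formed by the decarboxylase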
PMK inhibit pilot replicates – further read-out of PMK inhibit, marked with its call; inhibition, %; measured here: pilot screen replicates
MK inhibit pilot replicates – second read-out of MK inhibit, no call of its own (marks repeat the call); inhibition, %; measured here: pilot screen replicates
DPM-DC inhibit pilot screen % – recorded beside DPM-DC inhibit, whose call it bears; inhibition, %; measured here: pilot screen trials
* hit, by the source's call; i = inactive; / = no result given. Cut-off read from the data, not from the text of the source, unless noted: active = cytotoxicity above about 50%; inactive = the rest.

SMILES	Bfl-1 displacement	TNAP inhibition	MK inhibit	PMK inhibit	LYP phosphatase	HT1080 viability	HPDE-C7 viability	KRASV12 cytotoxicity	DPM-DC inhibit	others
CC1CN(C(=O)c2cn3ccccc3n2)CC(C)O1 (stereo not drawn)	-8%	7%	5	18	-6%	0%	1%	-4%	i
COc1ccc2cc(CCNC(=O)c3ccc4c(c3)OCO4)c(=O)[nH]c2c1	7%	16%	12	7	9%	4%	6%	0%	i
O=C(NCc1ccco1)c1cc2c(s1)CSC2	4%	4%	7	15	2%	0%	-12%	-10%	i	PMK inhibit pilot replicates=1.0;MK inhibit pilot replicates=3.0;DPM-DC inhibit pilot screen %=12
CCCC(C(=O)NCC1CCCO1)N(Cc1ccco1)C(=O)CNS(=O)(=O)c1ccccc1 (stereo not drawn)	-4%	8%	0	17	22%	-8%	-5%	-8%	i
O=C(CCN1C(=O)c2ccccc2C1=O)Nc1ccc(S(=O)(=O)N2CCOCC2)cc1	0%	5%	5	0	16%	1%	-11%	-16%	i
O=C(c1ccco1)N1CCN(S(=O)(=O)c2cccc3nsnc23)CC1	8%	11%	8	10	7%	-6%	1%	-3%	i
Cn1c(C(=O)NCCN2CCN(c3ccccc3F)CC2)cc2c(=O)n(C)c3ccccc3c21	4%	19%	10	7	/	0%	39%	44%	i	PMK inhibit pilot replicates=3.5;MK inhibit pilot replicates=1.5;DPM-DC inhibit pilot screen %=9.5
CC(C(=O)Oc1ccc2c(c1)OCO2)N1C(=O)c2ccccc2C1=O (stereo not drawn)	-1%	10%	2	4	1%	3%	1%	4%	i	PMK inhibit pilot replicates=0.0;MK inhibit pilot replicates=0.0;DPM-DC inhibit pilot screen %=0.5
CC(C)Cn1c(N)c(C(=O)NCCN2CCOCC2)c2nc3ccccc3nc21	4%	-2%	12	7	-5%	2%	-16%	-5%	/	PMK inhibit pilot replicates=3.5;MK inhibit pilot replicates=0.0
O=C(N1CCCC1)N1CCN(c2ncnc3c(-c4ccc(Cl)cc4)nsc23)CC1	1%	8%	0	18	/	25%	-4%	-22%	i
O=C(O)c1ccn(Cn2cnc3ccccc32)n1	1%	13%	0	4	10%	5%	1%	1%	i
COc1ccc(C2=NO[C@@H]3C(=O)N(c4cccc(C)c4C)C(=O)[C@H]23)cc1OC	-1%	10%	15	18	/	-9%	-17%	0%	i	PMK inhibit pilot replicates=0.0;MK inhibit pilot replicates=2.5;DPM-DC inhibit pilot screen %=0.0
O=C1CC(c2ccco2)CC2=C1C=Nc1ccccc1N2 (stereo not drawn)	-5%	10%	14	1	13%	8%	5%	9%	i
COc1cccc(-c2nn(C)c3sc(C(=O)N4CCN(c5ccccc5)CC4)cc23)c1	2%	14%	6	7	/	-4%	18%	27%	i
CCOC(=O)c1cnc(SCC(=O)NCc2cccs2)nc1N	-6%	9%	9	5	5%	-3%	-9%	-10%	i
Cc1ccc(S(=O)(=O)c2c(C)nn(C(C)(C)C)c2OC(=O)c2ccc(Br)o2)cc1	1%	3%	3	10	8%	-1%	4.4µM*	4.6µM*	i
CC(=O)NC(CCS(C)(=O)=O)C(=O)Nc1ccc2c(c1)OCO2 (stereo not drawn)	-1%	2%	0	16	3%	-2%	-6%	2%	i
COc1ccc(/C(O)=C2\C(=O)C(=O)N(c3cc(C)on3)C2c2ccccc2OC)cc1 (stereo not drawn)	4%	15%	8	5	16%	2%	-2%	9%	i	PMK inhibit pilot replicates=4.5;MK inhibit pilot replicates=2.0;DPM-DC inhibit pilot screen %=3.5
COCCn1c(SCC(=O)N2CCC(C)CC2)nc2ccccc2c1=O	-2%	-2%	0	12	-5%	0%	-4%	-9%	i
O=C1C2C3C=CC(C3)C2C(=O)N1c1n[nH]c(-c2cccnc2)n1 (stereo not drawn)	-5%	34%	1	8	-7%	0%	2%	3%	i
Cc1cc(NC(=O)Cn2nc(-c3ccccc3F)ccc2=O)ccc1-n1cnnn1	-12%	11%	7	12	0%	2%	5%	-2%	i
O=C(OCc1nc2ccc(Cl)cc2n1CCO)c1ccc2c(c1)OCO2	3%	8%	0	11	-6%	5%	3%	-8%	i
COc1ccc(OC)c(Nc2cc(C(=O)NCCCN3CCOCC3)c3ccccc3n2)c1	-8%	3%	0	13	/	15%	-6%	2%	i
CC(=O)N1CCc2c(sc(NC(=O)c3ccc4c(c3)OCCO4)c2C#N)C1	1%	8%	3	9	1%	6%	0%	-4%	i
Cc1nc(SCC(=O)N2CCN(C(=O)c3ccco3)CC2)c2c(C)c(C)sc2n1	-13%	9%	4	17	14%	7%	8%	10%	i
CCOC(=O)c1sc(NC(=O)C(CC)Sc2nccn2C)nc1C (stereo not drawn)	-9%	-5%	3	0	-13%	1%	-10%	-12%	i
Cc1cc(=O)[nH]c(SCC(=O)NCCOc2ccccc2)n1	3%	8%	3	4	9%	-2%	-14%	-3%	i
COc1ccc(S(=O)(=O)N(C)CC(=O)N2CCCCC2)cc1Cl	-9%	12%	3	0	6%	0%	-1%	-8%	i	PMK inhibit pilot replicates=2.5;MK inhibit pilot replicates=0.0;DPM-DC inhibit pilot screen %=1.5
CN1CCN(c2nc(-c3cccnc3)nc3ccccc23)CC1	2%	10%	0	0	-9%	2%	0%	-10%	i
Cc1cn2c(-c3cccnc3)nnc2s1	-3%	7%	15	0	6%	-2%	-2%	-4%	i

The list goes on; the last 4 above are carried over.
SMILES	Bfl-1 displacement	TNAP inhibition	MK inhibit	PMK inhibit	LYP phosphatase	HT1080 viability	HPDE-C7 viability	KRASV12 cytotoxicity	DPM-DC inhibit	others
Cc1cc(=O)[nH]c(SCC(=O)NCCOc2ccccc2)n1	3%	8%	3	4	9%	-2%	-14%	-3%	i
COc1ccc(S(=O)(=O)N(C)CC(=O)N2CCCCC2)cc1Cl	-9%	12%	3	0	6%	0%	-1%	-8%	i	PMK inhibit pilot replicates=2.5;MK inhibit pilot replicates=0.0;DPM-DC inhibit pilot screen %=1.5
CN1CCN(c2nc(-c3cccnc3)nc3ccccc23)CC1	2%	10%	0	0	-9%	2%	0%	-10%	i
Cc1cn2c(-c3cccnc3)nnc2s1	-3%	7%	15	0	6%	-2%	-2%	-4%	i
CC1CCCCN1C(=O)CSc1nnc(-c2c[nH]c3ccccc23)o1 (stereo not drawn)	-1%	4%	0	19	12%	41%	-29%	-36%	i
CCOCCCNS(=O)(=O)c1ccc(NC(=O)c2ccccc2)cc1	-5%	11%	9	1	-6%	-2%	6%	0%	i
O=C(CCS(=O)(=O)c1cccc2nsnc12)N1CC(=O)N(CCc2ccccc2)C(=O)C1	-1%	7%	7	7	1%	-15%	-19%	-5%	i
COc1ccc(C(NC(=O)CNC(C)=O)C(=O)Nc2ccc3c(c2)OCCO3)cc1 (stereo not drawn)	-5%	3%	11	13	15%	-1%	4%	-1%	i
c1ccc(OCc2nc3ccccc3s2)cc1	-11%	11%	15	3	4%	0%	12%	6%	i
O=C(Cn1cnc2c(nnn2-c2ccc(F)cc2)c1=O)N1CCCc2ccccc21	-4%	14%	7	12	-3%	8%	-17%	1%	i	PMK inhibit pilot replicates=2.5;MK inhibit pilot replicates=0.0;DPM-DC inhibit pilot screen %=1.5
O=C(NCC(c1cccnc1)N1CCOCC1)c1ccco1 (stereo not drawn)	-1%	12%	0	0	11%	25%	-12%	-9%	i	PMK inhibit pilot replicates=5.0;MK inhibit pilot replicates=0.0;DPM-DC inhibit pilot screen %=2.5
CCCC(=O)Nc1cccc(NC(=O)CN2CCN(c3ccccc3OC)CC2)c1	8%	12%	4	27*	18%	-4%	0%	5%	i	PMK inhibit pilot replicates=3.5*;MK inhibit pilot replicates=0.0;DPM-DC inhibit pilot screen %=0.0
COc1ccc(C(=O)Nc2cc(C)on2)cc1	-3%	1%	10	0	7%	4%	-23%	-20%	i
Cc1nn2c(NCCCN3CCOCC3)c3c(nc2c1-c1ccccc1)CCC3	1%	12%	12	0	25%	-12%	-6%	-11%	i
COc1ccc(OC)c(N2C(N)=C(C#N)C(c3ccc(OC)c(O)c3)C3=C2CC(C)(C)CC3=O)c1 (stereo not drawn)	-3%	8%	3	0	6%	/	-4%	0%	i
COc1ccc2cc(CN(Cc3ccco3)Cc3nnnn3C3CCCCC3)c(=O)[nH]c2c1	9%	7%	6	0	/	10%	23%	22%	i
Cn1c(-c2c(N)n(C3CCCC3)c3nc4ccccc4nc23)nc2ccccc21	-2%	2%	10	12	9%	-3%	3%	20%	/
O=C(c1cccc(F)c1)n1nnc2ccccc21	4%	-3%	16	2	13%	5%	-12%	-20%	i
O=C(Nc1ccccc1)c1ccc(S(=O)(=O)N2CCCCC2)cc1	0%	14%	3	12	16%	2%	-20%	1%	i

Nothing new here: an excerpt of the list.
SMILES	Bfl-1 displacement	TNAP inhibition	MK inhibit	PMK inhibit	LYP phosphatase	HT1080 viability	HPDE-C7 viability	KRASV12 cytotoxicity	DPM-DC inhibit	others
COc1ccc(C(=O)Nc2cc(C)on2)cc1	-3%	1%	10	0	7%	4%	-23%	-20%	i
Cc1nn2c(NCCCN3CCOCC3)c3c(nc2c1-c1ccccc1)CCC3	1%	12%	12	0	25%	-12%	-6%	-11%	i
COc1ccc(OC)c(N2C(N)=C(C#N)C(c3ccc(OC)c(O)c3)C3=C2CC(C)(C)CC3=O)c1 (stereo not drawn)	-3%	8%	3	0	6%	/	-4%	0%	i
COc1ccc2cc(CN(Cc3ccco3)Cc3nnnn3C3CCCCC3)c(=O)[nH]c2c1	9%	7%	6	0	/	10%	23%	22%	i
Cn1c(-c2c(N)n(C3CCCC3)c3nc4ccccc4nc23)nc2ccccc21	-2%	2%	10	12	9%	-3%	3%	20%	/

New compounds follow:
SMILES	Bfl-1 displacement	TNAP inhibition	MK inhibit	PMK inhibit	LYP phosphatase	HT1080 viability	HPDE-C7 viability	KRASV12 cytotoxicity	DPM-DC inhibit	others
Cc1ccc(O)c(-c2cc(-c3ccccc3C)[nH]n2)c1	2%	-15%	11	8	-15%	6%	11µM*	8.2µM*	i
Cc1c(C(=O)O)oc2ccc(S(=O)(=O)N(CC(C)C)CC(C)C)cc12	3%	6%	1	8	16%	14%	-1%	1%	i
CCOC(=O)N1CCN(Cc2oc(CO)cc(=O)c2O)CC1	3%	1%	0	18	-15%	0%	-7%	0%	i
CC(=O)Nc1ccc(OCC(O)CN2CCN(c3ccc(C)c(Cl)c3)CC2)cc1 (stereo not drawn)	1%	-13%	6	0	/	/	11%	33%	i
CCn1c(SCC(=O)Nc2cc(C)on2)nc2c1c(=O)n(C)c(=O)n2C	5%	4%	10	6	6%	-13%	2%	-9%	i
COc1cccc(-c2nnc(SCC(=O)N3CCCC3=O)n2-c2ccccc2)c1	-6%	3%	0	16	5%	1%	5%	-6%	i
COc1ccc2c(c1OC)C(=O)N(c1cccc(C)c1)C2	-7%	7%	10	4	-5%	0%	1%	-10%	i
